# High-throughput results deposited in PubChem BioAssay by Sanford-Burnham Center for Chemical Genomics.
# Gli-Sufu antag: Gli-Sufu pathway antagonism; Sufu-KO-LIGHT fibroblasts, Gli luciferase reporter luminescence; inhibition, % at 5 µM; hit rate 0.74% among 340,000; AID 588413;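 active = inhibition above about 55%, limit read from the data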;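 also: 0% = DMSO-treated cells and 100% = wells with medium but no cells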
# SENP8 block: inhibitors of human SENP8 protease. purified SENP8, Z-RLRGG-aminoluciferin cleavage, luminescence. inhibition, % at 10 µM. hit rate 1.2% among 330,000. Q96LD8
# Target sequence (Q96LD8 whole entry, looked up): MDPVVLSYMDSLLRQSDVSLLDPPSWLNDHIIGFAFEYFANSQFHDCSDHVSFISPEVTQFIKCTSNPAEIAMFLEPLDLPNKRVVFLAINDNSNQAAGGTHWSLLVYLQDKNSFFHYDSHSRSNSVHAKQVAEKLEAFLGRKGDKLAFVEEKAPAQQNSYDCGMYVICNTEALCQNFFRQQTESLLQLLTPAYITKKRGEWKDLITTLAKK
# CCR6 antag: blocks CCL20-driven beta-arrestin recruitment at human CCR6; inhibition, % at 20 µM; AID 493098; CHO-K1 CCR6 PathHunter beta-arrestin, luminescence, CCL20-stimulated; hit rate 0.49% among 340,000; P51684;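 active = compounds whose inhibition of the agonist-driven luminescence signal at 20 µM reaches about 50%, limit read from the data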;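 also: cells stimulated with CCL20 at 14 nM final; plate controls were DMSO with CCL20 for no effect and DMSO without agonist for full effect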
# Target sequence (P51684 whole entry, looked up): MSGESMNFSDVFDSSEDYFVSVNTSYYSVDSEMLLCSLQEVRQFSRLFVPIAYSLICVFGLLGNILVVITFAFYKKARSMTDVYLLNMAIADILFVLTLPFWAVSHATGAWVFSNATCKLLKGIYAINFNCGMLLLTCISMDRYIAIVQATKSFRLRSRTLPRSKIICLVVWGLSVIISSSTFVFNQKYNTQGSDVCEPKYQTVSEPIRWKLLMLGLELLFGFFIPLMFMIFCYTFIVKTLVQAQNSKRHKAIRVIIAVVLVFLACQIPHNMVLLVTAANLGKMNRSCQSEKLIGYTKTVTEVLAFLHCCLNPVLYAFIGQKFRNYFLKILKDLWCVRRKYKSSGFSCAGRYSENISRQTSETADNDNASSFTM
# Jurkat NFkB inh: lowers PMA/ionomycin-induced NF-kB signal in Jurkat cells; inhibition, % at 4 µM; PMA/ionomycin-induced NF-kB luciferase reporter, luminescence; hit rate 0.53% among 330,000
# EBI2 block: antagonists of human EBI2 receptor. P32249. EBI2 beta-arrestin recruitment, luminescence, 7a,25-OHC stimulated. inhibition, % at 5 µM. hit rate 0.81% among 360,000. AID 651636; in the data active = inhibition above about 38%;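 also: enzyme fragment complementation signal reports receptor beta-arrestin coupling in cells; 0% = agonist plus DMSO wells and 100% = wells without agonist; some results beyond the cut were filed as inactive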
# 697 NFkB inh: lowers PMA/ionomycin-induced NF-kB signal in 697 B cells | 697 B-cell NF-kB luciferase reporter, 16 h | hit rate 0.33% among 330,000 | AID 435022 | inhibition, % at 4 µM; in the data active = inhibition above about 35%
# Apaf-1 inh: inhibitors of human Apaf-1 apoptosome. O14727. reconstituted apoptosome caspase-3 activity, DEVD-Rh110 fluorescence. inhibition, % at 20 µM. hit rate 0.71% among 330,000. AID 489030; active = inhibition of at least 40% at 20 µM;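 also: plate controls were DMSO wells for no effect and DEVD-CHO caspase inhibitor wells for full effect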
#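 System: Apoptosome proteins | Medium: Hepes pH 7.5 with detergent and BSA | Also added: Cytochrome c trigger plus (Z-DEVD)2-Rh110 caspase-3 substrate | Incubation: 30 min compound preincubation, 50 min activation, room temperature | Detection: Rhodamine 110 fluorescence at Ex 480/Em 540 nm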
# UBC13 inh: inhibitors of human UBC13 polyubiquitin chain formation; P61088; TR-FRET; inhibition, % at 20 µM; hit rate 0.47% among 330,000; AID 485273; in the data active = inhibition above about 45%, passing the limit was not always enough; inconclusive = no clear call, values can overlap the other calls
# Target sequence (P61088 whole entry, looked up): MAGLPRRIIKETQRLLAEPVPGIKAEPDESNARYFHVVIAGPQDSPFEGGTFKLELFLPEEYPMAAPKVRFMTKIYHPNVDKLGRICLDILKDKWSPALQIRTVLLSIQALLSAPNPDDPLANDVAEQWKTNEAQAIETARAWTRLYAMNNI
# * hit, by the source's call; ? = inconclusive; / = no result given. Rule as the data show it, unless noted: active = inhibition above about 50%; inactive = the rest. These rows are one share of the data; rates above refer to the full screens.
canonical_smiles,Gli-Sufu antag,SENP8 block,CCR6 antag,Jurkat NFkB inh,EBI2 block,697 NFkB inh,Apaf-1 inh,UBC13 inh
CC(C)c1nnc(NC(=O)CCS(=O)(=O)c2nc(-c3cccs3)cc(C(F)(F)F)n2)s1,46,-6,11,-3,-16,-9,13,-10
C/C(CC(=O)Nc1ccc(C)c(Cl)c1)=N\NC(=O)Cc1cnc(N)s1,-11,-1,-14,14,7,16,-4,15
O=C(CNc1cccc(S(=O)(=O)N2CCCCC2)c1)Nc1cccc(F)c1,-6,2,6,10,1,-10,16,-1
COCCN(C(=O)CSc1nnc(-c2cccc(C)c2)n1C)c1c(N)n(Cc2ccccc2)c(=O)[nH]c1=O,/,2,0,-4,-2,4,-11,19
Cc1ccc(S(=O)(=O)N2CCN(CC(=O)N/N=C/c3ccc(Br)s3)CC2)cc1,4,1,3,-2,67*,8,18,-10
CCOc1ccc(NC(=O)Cn2nnc(-c3ccc(C(N)=O)cc3)n2)cc1S(=O)(=O)N1CCCC1,-12,5,-2,9,-11,1,14,-2
Brc1cccc(Cn2c(-c3cncs3)nc3ccccc32)c1,-2,1,15,-4,10,-6,4,6
Cc1ccc(S(=O)(=O)Cc2ccc(C(=O)NCCCN3CCN(C)CC3)o2)cc1,6,-1,-6,10,2,11,11,-1
COc1ccccc1NC(=O)Cn1cnc2sc(C(=O)NCc3ccco3)c(C)c2c1=O,6,-4,10,-11,2,-58,7,-6
NC[C@@H]1O[C@H](C23CC4CC(CC(C4)C2)C3)Cc2c1ccc(O)c2O,4,-21,14,2,/,10,42*,55*
O=C(Nc1ccc2[nH]c(=O)[nH]c2c1)c1ccc(Br)o1,7,-2,-1,-2,-5,-11,-10,-1
CCN(CC(=O)Nc1ccccc1C(F)(F)F)C(=O)CSCC(=O)Nc1cc(C)on1,-6,-6,-1,-13,-10,-4,0,1

canonical_smiles,Gli-Sufu antag,SENP8 block,CCR6 antag,Jurkat NFkB inh,EBI2 block,697 NFkB inh,Apaf-1 inh,UBC13 inh
CC(=N\O)/C(CN(C)C)=N/O,0,-3,-8,19,-2,15,-4,-2
O=C(Nc1ccc(F)c(Cl)c1)c1ccccc1,-79,77*,14,-70,-2,-47,-1,1
Cc1ccsc1C1CC(=O)OC2=C1C(=O)CC(C)(C)C2 (stereo unspecified),/,1,/,-1,/,0,-5,4
CN(C)S(=O)(=O)c1ccc(NC(=O)C2CC(=O)N(Cc3ccccc3Cl)C2)cc1 (stereo unspecified),-4,-1,24,1,-10,9,10,4
CN(C)c1ccc(C(C(=O)NCC2CCCO2)N(C(=O)c2snc(C(N)=O)c2N)c2ccccc2)cc1 (stereo unspecified),21,3,-20,6,-26,8,7,14
CN(CC(=O)Nc1cccc(F)c1)C(=O)c1cccnc1Sc1ccccc1,-4,-6,11,-7,-1,-11,6,-8
O=c1c(Cc2c(F)cccc2Cl)c(O)ccn1CC1CCCO1 (stereo unspecified),6,-7,6,10,-2,1,10,-1
O=C(Nc1ccccc1N1CCCC1)c1ccc2c(c1)OCO2,3,11,17,9,3,-24,6,-1
CCOC(=O)c1sc(NC(=O)/C=C/c2cnn(C)c2C)c(C(=O)OC(C)C)c1C,7,5,15,5,34,12,-8,16
O=C(NCc1cccc(F)c1)C1CCC(=O)N(C2CC2)C1 (stereo unspecified),9,6,-9,-17,-1,-3,2,1
Cc1cccc(C(=O)OCc2cncs2)c1,-11,-9,11,-1,-3,4,1,31
N/C(=N\OC(=O)c1ccc(Cl)cc1Cl)c1ccccn1,-26,96*,4,28,-17,-24,-8,2

canonical_smiles,Gli-Sufu antag,SENP8 block,CCR6 antag,Jurkat NFkB inh,EBI2 block,697 NFkB inh,Apaf-1 inh,UBC13 inh
CCCNC(=O)c1nn2c(C(F)(F)F)cc(-c3ccccc3)nc2c1Cl,32,-10,20,-14,10,-19,3,4
COc1ccccc1Nc1ccc(S(=O)(=O)N2CCCCC2)cc1[N+](=O)[O-],2,2,21,3,-4,-3,13,-11
Cc1nn(C(=O)c2cccs2)c(C)c1CN1C(=O)c2ccccc2C1=O,4,-2,6,-9,-20,-29,-14,-17
C=CCOC(=O)C1=C[C@H](c2ccc(Br)cc2)[C@@H](CCCO)[C@H](OCC)O1,3,-9,6,5,-3,-5,19,8
O=C1/C(=C/c2cccc(F)c2)Oc2cc(O)ccc21,-3,36,15,-7,-2,-16,2,-8
Cc1ccc(-c2ccc(/C=N/O)o2)cc1[N+](=O)[O-],-14,0,19,-10,3,-22,6,-14
O=C(CCOc1ccccc1)Nc1ccnn1C1CCN(C(=O)CCC(F)(F)F)CC1,-1,4,-1,-1,3,7,-8,-5
O=C(N/N=C1\CCCc2ccccc21)c1cccc(Br)c1,-37,-19,19,-26,-1,-11,17,8
C=CC(=O)N=c1sc2ccccc2n1-c1ccccc1,1,7,10,12,10,14,8,-4
COc1cc(C(N)=O)cc(Cl)c1OC,-7,3,4,-1,-10,13,-1,1
Cc1ccc(NC(=O)CN(C)C(=O)c2ccc(NS(=O)(=O)c3cccc([N+](=O)[O-])c3)cc2)cc1,1,12,22,6,-3,10,2,-11
CC(c1n[nH]c(=S)n1-c1ccccc1)N1CCCCC1 (stereo unspecified),-21,-10,0,-3,-4,0,-4,-9

# Exported with two lines to a compound: entries from further up.
# Every second line gives: Gli-Sufu antag | SENP8 block | CCR6 antag | Jurkat NFkB inh | EBI2 block | 697 NFkB inh | Apaf-1 inh | UBC13 inh
CCCNC(=O)c1nn2c(C(F)(F)F)cc(-c3ccccc3)nc2c1Cl
 : 32 | -10 | 20 | -14 | 10 | -19 | 3 | 4
COc1ccccc1Nc1ccc(S(=O)(=O)N2CCCCC2)cc1[N+](=O)[O-]
 : 2 | 2 | 21 | 3 | -4 | -3 | 13 | -11

# Remaining list, next part.
canonical_smiles,Gli-Sufu antag,SENP8 block,CCR6 antag,Jurkat NFkB inh,EBI2 block,697 NFkB inh,Apaf-1 inh,UBC13 inh
COC(=O)c1c(NC(=O)C2C3CCC(O3)C2C(=O)O)sc2c1CCCCCC2 (stereo unspecified),13,7,3,-10,1,14,4,2
COc1ccc(-c2ccc3c(c2)S(=O)(=O)c2cccc(C(=O)O)c2C3=O)cc1OC,-9,-8,5,-14,-8,6,-3,-22
COc1ccccc1/C=N/NC(=O)c1sc(C)nc1C,-1,-6,-2,3,10,17,-2,18
Cc1ccc(Nc2nnc(SCC(=O)c3ccc(Br)s3)s2)c(C)c1,-7,4,10,-13,-7,-32,17,-12
Cc1ccc(S(=O)(=O)Nc2cccc3c2CCCC3)cc1,0,-6,11,-1,4,-34,29,-16
COCCn1c(SCC(=O)Nc2cccc(S(N)(=O)=O)c2)nc2cc(Cl)ccc2c1=O,1,-9,6,-2,-5,10,0,12
Cc1ccc(S(=O)(=O)Nc2ccccc2N2CCOCC2)cc1,10,9,7,11,0,7,13,4
N#Cc1nc(-c2cccs2)oc1N1CCN(c2ccccc2)CC1,3,4,4,-5,5,7,0,23
CC(C)Sc1nc(N2CCCC2)c2c(c1C#N)CC(C)(C)OC2,-5,4,16,-7,11,-8,21,36
CCS(=O)(=O)N1CCC(C(=O)NCCc2ccc(OC)c(OC)c2)CC1,-17,-2,7,4,-8,-9,-10,0
COc1ccc(CNC(=O)C2CCN(c3nc(-c4ccccc4)nc4c3CCC4)CC2)cc1,23,-2,20,5,15,-14,20,14
CCOc1ccccc1NC(=O)C1C2C=CC(C2)C1C(=O)O (stereo unspecified),1,-2,-11,12,-7,10,-11,-1

canonical_smiles,Gli-Sufu antag,SENP8 block,CCR6 antag,Jurkat NFkB inh,EBI2 block,697 NFkB inh,Apaf-1 inh,UBC13 inh
Cc1ccc(-n2nnnc2SCC(=O)NC(=O)Nc2ccc3c(c2)OCCO3)cc1,-25,-7,-4,-30,-18,-27,0,5
CCc1nnc(NC(=O)C2CCCN(c3nc(C)cc(C)n3)C2)s1 (stereo unspecified),1,-2,-12,-6,-2,11,-14,3
Cc1nc2ccc(C(=O)N3CCN(c4ccccc4)CC3)cc2s1,5,4,14,-6,65*,-8,5,-4
Cn1cc(C(=O)NC2CCCCC2)c(=O)c2cc(S(=O)(=O)N3CCCC3)ccc21,5,-9,10,3,2,-17,19,-15
CCOc1cc(/C=C2\C(=O)N(c3ccc(C(N)=O)cc3)N=C2C)ccc1OC(=O)c1cccs1,2,14,21,8,-4,27,93*,-51
CC(Sc1nnc(C2CC2)n1C1CC1)C(=O)NCc1cccs1 (stereo unspecified),-1,2,1,-1,-7,7,0,-4
CSCCC(Nc1ncnc2ccc(Br)cc12)C(=O)O (stereo unspecified),-5,-6,4,-7,-8,4,2,?
Nc1ccc(S(=O)(=O)Nc2nccc(/C=C/c3ccc(Br)s3)n2)cc1,2,6,4,-2,1,23,12,-3
Cc1ccn2c(=O)nc(SCC(=O)NCc3ccc4c(c3)OCO4)nc2c1,-10,4,8,0,-2,9,2,1
Cc1cc(F)ccc1S(=O)(=O)N1CCCOC1CNC(=O)C(=O)NCC(C)C (stereo unspecified),6,4,7,15,-1,10,-8,2
Cc1ccccc1OCCNC(=O)CNC(=O)c1ccccc1O,1,9,-8,15,-3,9,-10,4
c1ccc2c3n(nc2c1)CCCO3,9,-5,1,-1,-8,3,-11,8

canonical_smiles,Gli-Sufu antag,SENP8 block,CCR6 antag,Jurkat NFkB inh,EBI2 block,697 NFkB inh,Apaf-1 inh,UBC13 inh
CO/N=C/CC(=O)c1cnc(-c2ccc(Cl)cc2)s1,-50,-3,12,1,25,2,6,0
CC(C)n1c(SC2CCOC2=O)nc2ccccc21 (stereo unspecified),1,10,16,-16,-12,12,3,0
COc1cc(CC(NC(C)=O)C(=O)NC2CCN(C(=O)Nc3ccccc3C)CC2)cc(OC)c1 (stereo unspecified),27,8,4,1,-1,14,4,3
CCOC(=O)N1CCN(CC(O)COc2ccc(C)c(C)c2)CC1 (stereo unspecified),1,2,9,15,6,2,-2,5
COc1cc(NC(=O)COn2nnc3ccc(S(C)(=O)=O)cc32)cc(OC)c1,-26,-9,4,1,-1,5,0,-9
O=c1cc(-c2ccccc2)[nH]c2ccccc12,32,-9,-9,55*,-15,-14,13,-8
COc1ccc(/C=N/NC(=O)c2cccc([N+](=O)[O-])c2)c2ccccc12,-1,-6,-7,-2,6,-6,1,-10
Cc1ccc(NC(=O)CN(C)C(=O)Cn2nnc(-c3ccccc3C)n2)cc1,2,-1,3,7,-4,20,7,15
CC(=O)c1ccccc1NC(=O)CN1C(=O)CS/C1=C\c1nc(-c2ccc(C)cc2)cs1,10,-4,17,-15,17,-12,17,-22
C=CCn1c(=S)[nH]c2cc(C(=O)Nc3ccc(OC)c(OC)c3)ccc2c1=O,14,15,11,-6,-10,24,-3,-1
NC(=O)C1CCN(C(=O)c2ccc3ccccc3c2)CC1,-7,6,-3,16,-1,-36,-9,7
O=C(c1ccc(Cl)cc1)C(Cn1cncn1)C(Sc1ccccc1)c1ccccc1 (stereo unspecified),-3,-1,22,15,36,-61,21,8

canonical_smiles,Gli-Sufu antag,SENP8 block,CCR6 antag,Jurkat NFkB inh,EBI2 block,697 NFkB inh,Apaf-1 inh,UBC13 inh
O=C(OCCCc1cc2ccccc2c(=O)o1)c1ccc2c(c1)OCO2,6,3,10,-4,4,15,0,5
Cc1cc(C)c(NC(=O)C2CC(=O)N(c3ccc4c(c3)OCCO4)C2)c(C)c1 (stereo unspecified),-2,4,0,4,-5,17,1,8
CCCCN1C(=O)NC(NC(=O)C2CC2)(C(F)(F)F)C1=O (stereo unspecified),1,-9,6,6,1,-20,-1,-10
O=C(CSc1ccccc1)Nc1nnc(C2CC2)s1,-1,-8,-1,-18,-5,7,4,1
Cc1ccc(O)c(NC(=O)c2cc(-c3cccs3)on2)c1,4,6,3,88*,0,-45,-1,5
COc1cccc(-c2nnn(CC(=O)N(CC(C)C)C3CCS(=O)(=O)C3)n2)c1 (stereo unspecified),-2,-1,11,29,-11,-10,3,-4
Cc1cc(=O)[nH]c(SCC(=O)N2CCN(C(=O)c3ccco3)CC2)n1,-4,6,-12,6,-17,11,-7,-3
COc1cc(CCC(=O)OCC(=O)Nc2ccccc2OC(F)F)cc(OC)c1OC,5,2,5,-14,-10,-5,-4,13
